Assay outcomes as filed in PubChem BioAssay.
C-LANA FP: inhibitors of KSHV C-LANA binding to DNA, primary screen, biochemical, fluorescence polarization, FAM-LBS DNA, MBP-C-LANA, single point; inhibition, % at 9 µM; actives 0.078% (n = 340,000);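 active means highest replicate inhibition at or above 60% at 9 µM, even if other replicates fall short; inactive means all replicates below 60% inhibition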;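 further: 0% = neutral control wells and 100% = 4 µM acridine orange control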
RTF Ca sens inh: cardiac RTF calcium sensitivity inhibitors, primary screen, biochemical, IANBD-TnC fluorescence, EC70 calcium; inhibition, % at 7.15 µM; actives 0.12% (n = 340,000); Troponin I, cardiac muscle (Homo sapiens) + Troponin T, cardiac muscle (Homo sapiens) + …; IANBD-labeled cardiac RTF, Ca2+ fluorescence;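 active means inhibition above the mean inhibition of all tested compounds plus 3 SD, cut at about 17% in these data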;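 further: assay run at fixed EC70 calcium of 1.6 mM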
PKA-R2B act: activators of PKA-R2B holoenzyme, primary screen, biochemical, fluorescence polarization, Cy5-IP20, human. cAMP-dependent protein kinase catalytic subunit beta (Homo sapiens) + cAMP-dependent …. PKA-R2B holoenzyme dissociation; R2B truncated from residue 108, S112A mutant; 0% DMSO only, 100% 113 µM cGMP. activation, % at 11.4 µM. actives 0.079% (n = 340,000);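 active means activation above a cutoff set at the mean over all compounds plus 3 SD, cut at about 18% in these data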;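 further: higher means more holoenzyme dissociation and a rise in polarization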
Target sequence (P31323 whole entry, looked up, other chains not shown, the tested form may be a part): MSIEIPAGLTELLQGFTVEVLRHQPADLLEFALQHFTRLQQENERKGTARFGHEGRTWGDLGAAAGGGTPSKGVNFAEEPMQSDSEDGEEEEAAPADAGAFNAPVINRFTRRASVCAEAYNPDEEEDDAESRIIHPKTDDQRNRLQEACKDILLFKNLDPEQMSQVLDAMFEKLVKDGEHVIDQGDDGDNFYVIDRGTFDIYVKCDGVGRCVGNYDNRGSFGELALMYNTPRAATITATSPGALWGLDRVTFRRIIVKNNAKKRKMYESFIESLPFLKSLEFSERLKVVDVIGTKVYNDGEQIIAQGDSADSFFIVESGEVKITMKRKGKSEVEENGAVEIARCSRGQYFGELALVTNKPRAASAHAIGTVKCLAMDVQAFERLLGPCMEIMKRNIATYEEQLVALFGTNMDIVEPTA
Keap1-Nrf2 PPI: Keap1-Nrf2 protein-protein interaction inhibitors, primary screen, biochemical, fluorescence polarization, single point; Keap1 Kelch-Nrf2 peptide fluorescence polarization, 1536-well; Kelch-like ECH-associated protein 1 (Homo sapiens), Q14145; inhibition, % at 9.4 µM; actives 0.15% (n = 340,000); in the data active means inhibition above about 12%;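 further: human Keap1 Kelch domain with fluorescein labeled Nrf2 9mer peptide probe; 0% = neutral control wells and 100% = peptide positive control; higher means more block of Keap1 binding to Nrf2 peptide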
SR-BI HDL uptake: inhibitors of SR-BI mediated HDL lipid uptake, primary screen, ldlA[mSR-BI] cells, fluorescence, single point | ldlA[mSR-BI] CHO cells, DiI-HDL uptake fluorescence, 3 h | inhibition, % at 12.5 µM | actives 0.96% (n = 320,000) | AID 488896, 2010;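 active means mean replicate inhibition of at least 70% and a set share of replicates each scoring 70 or more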;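 further: 0% = median of neutral control wells and 100% = median of positive control wells; values of inactives mirror those of a sister screen read the other way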
PvdQ inh: P. aeruginosa PvdQ acylase inhibitors, primary screen, biochemical, fluorescence, plate reader and imaging, single point; purified PvdQ acylase; actives 0.063% (n = 340,000); inhibition, % at 10 µM; AID 488965, 2010; in the data active means inhibition above about 30%, passing the limit was not always enough;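 further: 0% = vehicle neutral wells and 100% = reference inhibitor wells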
NSD2 inh: NSD2 histone methyltransferase inhibitors, primary screen, biochemical, AlphaScreen, single concentration, set 2 | actives 0.54% (n = 310,000) | NSD2 peptide methylation, 120 min | inhibition, % at 12.5 µM | Histone-lysine N-methyltransferase NSD2 (Homo sapiens), O96028; in the data active means inhibition above about 50%
Arrestin-AP2 inh: inhibitors of beta-arrestin/AP2 binding, primary screen, biochemical, GPCR trafficking, flow cytometry; beta-arrestin 1 C-terminal peptide binding to AP2 beta2-adaptin appendage (human); FITC-arrestin peptide / GST-AP2 beads; AP2 beta2 appendage carries R879A mutation; inhibition, % at 10 µM; actives 0.31% (n = 340,000);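 active means inhibition above a set limit, near 3 SD of compounds lacking own fluorescence, cut at about 54% in these data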;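 further: plate controls were DMSO wells for no effect and 5 µM unlabelled arrestin peptide for full effect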
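Material – AP2 appendage R879A on GSH beads · Buffer or medium – PBS with 0.05% Tween 20 and 0.1% BSA · Probe or stimulus – fluorescein-tagged arrestin peptide at 50 nM final · Incubation – compound with beads 12 min RT, then probe 1 h RT · Detection – high-throughput flow cytometry of beads, ex 488, em 535 nm · Evaluation – percent response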
DAGLB inh: DAGLB lipase inhibitors, primary screen, biochemical, fluorescence, HTS. inhibition, % at 5.17 µM. Diacylglycerol lipase-beta (Homo sapiens), Q8NCG7. HEK293T DAGLB membrane lysate, EnzChek fluorogenic substrate. actives 0.059% (n = 340,000); in the data active means inhibition above about 34%;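 further: 0% = enzyme with vehicle and 100% = wells lacking enzyme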
Target sequence (Q8NCG7 whole entry, looked up): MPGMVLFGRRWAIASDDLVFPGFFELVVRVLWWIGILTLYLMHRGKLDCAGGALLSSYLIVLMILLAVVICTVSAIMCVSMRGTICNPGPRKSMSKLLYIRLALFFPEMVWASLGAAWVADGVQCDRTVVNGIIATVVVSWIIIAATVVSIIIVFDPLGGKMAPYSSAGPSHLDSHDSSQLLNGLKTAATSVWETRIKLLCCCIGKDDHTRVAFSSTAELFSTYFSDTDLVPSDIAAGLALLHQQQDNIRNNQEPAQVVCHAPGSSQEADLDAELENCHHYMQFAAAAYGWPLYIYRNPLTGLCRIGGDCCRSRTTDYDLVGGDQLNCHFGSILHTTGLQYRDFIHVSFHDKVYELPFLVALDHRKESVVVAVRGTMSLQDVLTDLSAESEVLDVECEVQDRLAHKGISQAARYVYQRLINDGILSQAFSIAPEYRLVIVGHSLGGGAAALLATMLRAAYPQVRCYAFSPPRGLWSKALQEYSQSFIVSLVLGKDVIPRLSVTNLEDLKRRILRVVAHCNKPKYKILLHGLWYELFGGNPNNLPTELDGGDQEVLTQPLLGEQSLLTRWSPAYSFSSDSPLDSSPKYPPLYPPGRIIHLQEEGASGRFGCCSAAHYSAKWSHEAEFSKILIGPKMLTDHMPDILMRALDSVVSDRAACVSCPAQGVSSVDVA
SR-BI uptake up: activators of SR-BI mediated DiI-HDL uptake, primary screen, ldlA[mSR-BI] CHO cells, DiI fluorescence. 3 h; 100 = double the neutral-control signal. actives 0.096% (n = 320,000). AID 504775, 2011. activation, % at 12.5 µM;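 active means mean replicate activation of at least 60% and every replicate at or above 60%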;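 further: 0% = median plate neutral-control signal and 100% = twice that signal; values of inactives mirror those of a sister screen read the other way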
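Test system: SR-BI-overexpressing, LDLR-lacking CHO cells; Also added: labelled HDL, 10 µg/mL; Measured by: bottom-read cell fluorescence after medium removal, ex 550/em 595 nm; Timing: 3 h uptake period with compound, 37 °C; Buffer or medium: F12, 0.5% BSA, 25 mM HEPES; Doses: single compound concentration, delivered by pin transfer.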
* marks the source's active call; other numbers are inactive results; x = no result given. Rows were taken by chance; overall some 2.1% were active at least once.

SMILES | C-LANA FP | RTF Ca sens inh | PKA-R2B act | Keap1-Nrf2 PPI | SR-BI HDL uptake | PvdQ inh | NSD2 inh | Arrestin-AP2 inh | DAGLB inh | SR-BI uptake up
Clc1ccc(-c2nnnn2-c2ccc(Cl)c(Cl)c2)cc1Cl | 1.4 | 4 | 8 | 0 | 20 | 3 | -3 | -1 | -17 | -20
Cc1c(C)c2ccc(OC(C)C(=O)NC3CC(C)(C)NC(C)(C)C3)cc2oc1=O (configuration not stated) | 0.7 | 0 | 3 | 1 | 9 | -19 | -4 | 3 | 2 | -9
O=C(O)c1ccc(CS(=O)(=O)c2c(Cl)cccc2Cl)o1 | -1.2 | -7 | -5 | 1 | 2 | -13 | 6 | -10 | 0 | -2
CC[C@H]1c2[nH]c3ccccc3c2C[C@@H]2C(=O)N(c3ccc(F)cc3)C(=O)N21 | 1.0 | 5 | 3 | -2 | 57 | -9 | x | 11 | 0 | -57
COc1cc(NC2c3ccccc3C(=O)N2c2ccc(C)cn2)cc(OC)c1OC (configuration not stated) | 0.3 | -1 | 6 | -4 | -7 | -11 | x | 4 | 1 | 7
N#Cc1c(N)oc(-c2cccs2)c1-c1cccs1 | -0.7 | 3 | 1 | -2 | 5 | -2 | 4 | 0 | 0 | -5
O=C(CC1Oc2ccccc2NC1=O)NCCCN1CCCC1=O (configuration not stated) | 0.2 | -3 | -4 | 2 | -12 | -6 | x | 3 | -1 | 12
Cc1ccc(-c2nnn(CC(=O)N(CCN3CCOCC3)C(C(=O)NC3CCCC3)c3ccncc3)n2)o1 (configuration not stated) | -1.6 | 0 | -3 | -2 | -8 | -7 | -1 | 19 | 2 | 8
N#Cc1ccc(S(=O)(=O)NCC(=O)OCC(=O)N2CCCC2=O)cc1 | 0.6 | 0 | -3 | 5 | -7 | -6 | 1 | -7 | 0 | 7
CCC(C)(C)n1nnnc1C(c1cc(OC)ccc1OC)N1CCC(C(N)=O)CC1 (configuration not stated) | 0.3 | -2 | -6 | -5 | -23 | 2 | 1 | 1 | 1 | 23
CCn1c(SC)nnc1-c1nnc(SC)n1CC | -0.9 | -7 | 4 | -1 | -9 | -17 | -2 | 2 | 0 | 9
COc1ccc(/C=N/Nc2ncnc3scc(-c4ccccc4)c23)cc1OC | 1.1 | 2 | -2 | 2 | 30 | 1 | 0 | -2 | -3 | -30
O=C(NC1CC2CCCC(C1)N2S(=O)(=O)c1ccccc1)c1ccccc1 (configuration not stated) | 0.4 | 5 | 6 | -4 | 19 | -8 | 7 | 7 | -1 | -19
Cc1cc(=O)c2ccccc2n1CC(=O)NCc1ccccc1 | 0.4 | -6 | 5 | 4 | -4 | -8 | 2 | -6 | 1 | 4
CC(C)c1cc(NCCN2CCOCC2)n2c(nc3ccccc32)c1C#N | 0.3 | -20 | -11 | -1 | x | -12 | -3 | 7 | -3 | x
CC(=O)Nc1nnc(-c2ccc(Cl)s2)o1 | -2.1 | -5 | -2 | -1 | 0 | 7 | x | 6 | -1 | 0
COC(=O)c1cc(NS(=O)(=O)c2ccc(F)cc2)ccc1N1CCOCC1 | -0.4 | 1 | 2 | -2 | -16 | 8 | -1 | 10 | 1 | 16
CCOC(=O)[C@H]1[C@H]2COc3ccc(C)cc3[C@@H]2N2C(=O)CN(Cc3ccc(OC)cc3)C(=O)[C@@]12C | 1.3 | 4 | -8 | -5 | -2 | -17 | x | 3 | -1 | 2
COc1cc(C2Nc3cccc4cccc(c34)N2)ccc1OC(C)=O | -0.3 | -1 | -2 | 6 | 14 | -5 | x | 51 | 3 | -14
CCOP(=O)(OCC)C(NC(=O)c1ccc(OC)cc1)c1ccccc1 (configuration not stated) | -1.5 | -9 | 2 | 1 | -9 | -17 | -1 | 0 | 0 | 9
COCc1cc(C)nc2sc(C(=O)Nc3ccccc3OC)c(N)c12 | 0.2 | -4 | -3 | -3 | 69 | 3 | -9 | 4 | 2 | -69
O=C(NC1CCCCC1)C(c1ccccc1)N(C(=O)c1csnn1)C1CCCC1 (configuration not stated) | 0.7 | 0 | -3 | -1 | 0 | -15 | -5 | 2 | -2 | 0
COc1ccc(/C=N/NC(=O)c2c(-c3ccccc3)noc2C)cc1 | 0.5 | -7 | 7 | 4 | -26 | -5 | -2 | -3 | 2 | 26
CSc1ccc(/C=N/NC(=O)C[n+]2ccccc2)cc1 | 1.2 | -1 | -1 | -1 | -22 | 26 | 0 | 24 | -3 | 22
COc1cc(CC(=O)OCC(=O)Nc2cc([N+](=O)[O-])ccc2Cl)cc(OC)c1OC | 0.9 | -8 | -8 | -5 | 7 | -17 | 21 | -9 | -1 | -7

Given with values under each structure: entries from further up.
The line under a structure holds: C-LANA FP | RTF Ca sens inh | PKA-R2B act | Keap1-Nrf2 PPI | SR-BI HDL uptake | PvdQ inh | NSD2 inh | Arrestin-AP2 inh | DAGLB inh | SR-BI uptake up
Clc1ccc(-c2nnnn2-c2ccc(Cl)c(Cl)c2)cc1Cl
→ 1.4 | 4 | 8 | 0 | 20 | 3 | -3 | -1 | -17 | -20
Cc1c(C)c2ccc(OC(C)C(=O)NC3CC(C)(C)NC(C)(C)C3)cc2oc1=O (configuration not stated)
→ 0.7 | 0 | 3 | 1 | 9 | -19 | -4 | 3 | 2 | -9
O=C(O)c1ccc(CS(=O)(=O)c2c(Cl)cccc2Cl)o1
→ -1.2 | -7 | -5 | 1 | 2 | -13 | 6 | -10 | 0 | -2
CC[C@H]1c2[nH]c3ccccc3c2C[C@@H]2C(=O)N(c3ccc(F)cc3)C(=O)N21
→ 1.0 | 5 | 3 | -2 | 57 | -9 | x | 11 | 0 | -57
COc1cc(NC2c3ccccc3C(=O)N2c2ccc(C)cn2)cc(OC)c1OC (configuration not stated)
→ 0.3 | -1 | 6 | -4 | -7 | -11 | x | 4 | 1 | 7
N#Cc1c(N)oc(-c2cccs2)c1-c1cccs1
→ -0.7 | 3 | 1 | -2 | 5 | -2 | 4 | 0 | 0 | -5
O=C(CC1Oc2ccccc2NC1=O)NCCCN1CCCC1=O (configuration not stated)
→ 0.2 | -3 | -4 | 2 | -12 | -6 | x | 3 | -1 | 12
Cc1ccc(-c2nnn(CC(=O)N(CCN3CCOCC3)C(C(=O)NC3CCCC3)c3ccncc3)n2)o1 (configuration not stated)
→ -1.6 | 0 | -3 | -2 | -8 | -7 | -1 | 19 | 2 | 8
N#Cc1ccc(S(=O)(=O)NCC(=O)OCC(=O)N2CCCC2=O)cc1
→ 0.6 | 0 | -3 | 5 | -7 | -6 | 1 | -7 | 0 | 7

The listing picks up; the 2 compounds before the break are reprinted first.
SMILES | C-LANA FP | RTF Ca sens inh | PKA-R2B act | Keap1-Nrf2 PPI | SR-BI HDL uptake | PvdQ inh | NSD2 inh | Arrestin-AP2 inh | DAGLB inh | SR-BI uptake up
CSc1ccc(/C=N/NC(=O)C[n+]2ccccc2)cc1 | 1.2 | -1 | -1 | -1 | -22 | 26 | 0 | 24 | -3 | 22
COc1cc(CC(=O)OCC(=O)Nc2cc([N+](=O)[O-])ccc2Cl)cc(OC)c1OC | 0.9 | -8 | -8 | -5 | 7 | -17 | 21 | -9 | -1 | -7
O=C(Cn1ncc2c3ccccc3n(Cc3ccccc3)c2c1=O)NCCCN1CCOCC1 | -1.2 | -2 | 0 | -1 | 3 | -13 | -5 | -10 | -2 | -3
CN(C)c1ccc(NC(=O)CCN2C(=O)c3cccc([N+](=O)[O-])c3C2=O)cc1 | -2.8 | -2 | -9 | 1 | 11 | -13 | 4 | 1 | 1 | -11
COc1ccc(CC(=O)OCC(=O)NCc2ccc(Cl)cc2)cc1 | -0.7 | -4 | 2 | 7 | -11 | 6 | -2 | -2 | -3 | 11
Cc1cccc(NC(=O)Nc2cnccn2)c1 | -0.1 | 0 | -16 | -1 | 7 | 3 | -1 | 18 | -2 | -7
CCCCOc1ccc(C(=O)NCC(=O)NCCOc2ccc(C)cc2)cc1 | 2.1 | -3 | 5 | -1 | 16 | -9 | -5 | -10 | -2 | -16
CCOC(=O)c1csc(N/N=C2\CCc3ccccc32)n1 | -1.3 | -5 | -7 | -9 | 60 | -3 | 2 | 6 | 0 | -60
CN(C)S(=O)(=O)c1ccc(C(=O)Nc2ccc(S(=O)(=O)NC3=NCCCCC3)cc2)cc1 | 1.0 | -1 | -6 | -4 | -38 | -7 | 0 | -4 | -1 | 38
O=C(Nc1ccsc1C(=O)NC1CCCCC1)c1ccc(F)cc1 | 0.5 | -5 | -4 | 4 | 24 | -13 | -2 | 7 | -4 | -24
Cc1ccccc1[C@@H](NC(=O)OC(C)(C)C)C(=O)OC(C)(C)C | 3.0 | 8 | 0 | -2 | 22 | 2 | x | 18 | -6 | -22
Cc1cc(N2CCOCC2)ccc1/C=C1\NC(=O)N(Cc2ccccc2F)C1=O | -0.2 | -5 | 8 | 4 | 70 | -4 | -4 | 0 | 4 | -70
O=C(NC1CCS(=O)(=O)C1)c1ccc(Br)s1 (configuration not stated) | 1.4 | 4 | -15 | -1 | -1 | 5 | -1 | 34 | -4 | 1
CCC(CC)NC(=O)Nc1ccccc1C | -1.4 | -8 | -7 | -6 | -17 | -13 | -1 | 0 | 1 | 17
O=C1C2C3CCC(C3)C2C(=O)N1Cc1ccccc1 (configuration not stated) | 0.3 | 1 | -1 | -3 | -20 | -8 | -5 | -5 | 1 | 20
Cc1cc(NC(=O)c2ccco2)sc1C | 0.6 | -2 | -1 | -3 | -3 | -7 | 2 | -14 | 0 | 3
COC(=O)[C@H](CCSC)NC(=O)NCc1cccs1 | -0.3 | 0 | -13 | 0 | -21 | 16 | -3 | 7 | 0 | 21
Cc1nc2sc(C(c3ccc(F)cc3)N3CCOCC3)c(O)n2n1 (configuration not stated) | 0.7 | 8 | -8 | -6 | -1 | -4 | x | -2 | 2 | 1
COc1ccc(NC(=O)c2ccc(NC(=O)CN3CCN(c4ccc(O)cc4)CC3)cc2)cc1 | -1.1 | -5 | 8 | 2 | 53 | -6 | 2 | 8 | 3 | -53
